Screens as filed in PubChem.
NCI-60 one-dose screen, 48 h, at 10 µM unless noted. Numbers give growth in % (100 = growth as untreated, 0 = no growth, -100 = all killed).
HOP-62 = HOP-62 NSCLC | 80,000 tested, 3.9% active | AID 1794735
CCRF-CEM = CCRF-CEM leukemia. 77,000 tested, 7% active. AID 1794778
RPMI-8226 = RPMI-8226 leukemia cells; 77,000 tested, 7.5% active
MDA-MB-435 = MDA-MB-435 melanoma; 82,000 tested, 7.8% active
EKVX = EKVX NSCLC | AID 1794765 | 71,000 tested, 3% active
A549/ATCC = A549/ATCC NSCLC. 81,000 tested, 3.7% active. AID 1794740
HOP-92 = HOP-92 NSCLC cells; 71,000 tested, 6.3% active; AID 1794738
M14 = M14 melanoma; 80,000 tested, 6.2% active
Active calls of the source: *; x = not tested or not shown; & = joins results of further samples; ! = a repeat was not active. How the source made its calls: active means growth percent below 10; inactive means the rest.

SMILES | HOP-62 | CCRF-CEM | RPMI-8226 | MDA-MB-435 | EKVX | A549/ATCC | HOP-92 | M14
O=C1CN(CN2CCCCC2)C(=O)CN1CN1CCCCC1 | 99.3 | 89.8 | 100.0 | 109.5 | x | 109.3 | 106.4 | 97.8
O=S(=O)(Oc1ccc(-c2nnc(Nc3ccccc3)s2)cc1)C(F)(F)C(F)(F)C(F)(F)C(F)(F)C(F)(F)C(F)(F)C(F)(F)C(F)(F)F | 98.3 | 87.9 | 95.1 | 101.5 | 97.7 | 101.5 | 108.0 | x
CCOC(=O)C[C@@H]1C(=O)N2CC[C@@]3(C(=O)Nc4ccc(Br)cc43)[C@@H]2C[C@@H]1C(=O)OCC | 109.4 | 105.5 | x | 99.3 | 101.2 | 100.5 | 109.5 | 99.6
Nc1nc2nc(/N=N/SCCO)[nH]c2c(=O)[nH]1 | 102.2 | 101.0 | 100.1 | 100.0 | 95.0 | 99.0 | 107.5 | 104.2
CCOC(=O)CSc1nnc(-c2cc3c([nH]c4ccccc43)c(-c3cccc(O)c3)n2)n1-c1ccc(Br)cc1 | 101.4 | 100.7 | 102.7 | 86.9 | 92.7 | 96.4 | 101.5 | 84.3
Cc1ccc(C(C)(C)c2ccc(N)cc2)cc1 | 100.2 | 96.0 | 96.2 | 109.9 | 97.2 | 110.0 | 83.1 | 103.0
COc1ccc(-c2nc3sc(C)nn3c2-c2nc3ccc(Cl)cc3[nH]2)cc1 | 101.4 | 81.0 | 66.6 | 93.1 | x | 86.1 | 79.1 | 98.3
Cc1ccc(C)c2c1sc1nc3n[nH]c(N)c3c(=N)n12 | 103.6 | 97.3 | 93.2 | 105.4 | x | 105.8 | 97.2 | 107.5
Fc1cccc(/C=N/Nc2nc(N/N=C/c3cccc(F)c3)nc(N3CCOCC3)n2)c1 | 105.6 | 67.2 | 66.9 | 98.1 | 89.1 | 93.5 | 91.3 | x
Cc1ccc(NC(=S)NNC(=S)Nc2ccc(C)cc2)cc1 | 45.2&97.8 | 43.9&95.6 | 103.9 | -1.3*! | 92.7&94.5 | 67.0&105.4 | 93.1 | 44.2
N#C/C(=C/NC(=S)Nc1ccc(Cl)c(Cl)c1)C(N)=O | 98.4 | 97.2 | 87.4 | 96.4 | 86.4 | 102.3 | 108.6 | 96.8
Cc1ccc2c(N)c(C(=O)Nc3ccc(OC(F)(F)F)cc3)sc2n1 | 68.4 | 64.8 | 46.9 | 68.9 | 26.9 | 75.7 | 59.1 | 82.9
O=S(=O)(NC1CCc2ccccc21)c1ccccc1 (stereo not drawn) | 102.0 | 88.5 | 96.8 | 105.6 | 105.6 | 101.0 | 79.3 | 110.4
Cc1[nH]c(C2CC(c3cccs3)=NN2c2ccc(Cl)cc2)c(C)c1C(=O)NCC(F)(F)F (stereo not drawn) | 106.3 | 95.5 | 93.3 | 98.1 | 94.2 | 100.5 | 116.6 | 99.8
O=c1ccn(C2CCCCC2)c(=O)[nH]1 | 107.2 | 110.9 | 103.4 | 106.6 | 102.8 | 98.5 | 87.5 | x
COc1ccc(/C=N\NC(=O)c2cnn(CC(O)c3ccccc3)c2N)cc1OC (stereo not drawn) | 96.7 | 94.8 | 86.0 | 99.9 | 97.9 | 101.6 | 84.3 | 104.1
O=C(O)c1ccc(-c2nn(-c3ccc(C(=O)O)cc3)cc2CNc2ccc3c(c2)OCO3)cc1 | 101.7 | 104.4 | 107.3 | 106.0 | 97.0 | 98.4 | 99.7 | 100.4
O=C(/C=C/c1ccccc1O)c1ccccc1 | 83.9 | 76.0&98.1 | 19.9&98.2 | 82.6&112.4 | 107.6&96.6 | 121.7&97.4 | 89.6&109.0 | 93.8&92.8
CC1(C)CC[C@]23CC[C@]4(C)[C@H](CC[C@@H]5[C@@]6(C)Cc7cnoc7C(C)(C)[C@@H]6CC[C@]54C)[C@H]2[C@H]1OC3=O | 101.3 | 98.9 | 101.3 | 99.3 | 99.1 | 92.0 | 83.1 | 102.4
COc1cc(-c2nc3ccc(F)cc3s2)ccc1NC(=O)/C=C/c1ccc(F)c(F)c1 | 93.7 | 85.7 | 101.0 | 101.1 | 99.6 | 100.2 | x | 90.5
Cc1ccc(S(=O)(=O)N(CCC(=N)N)C(C)C)cc1 | 106.6 | 98.4 | 105.7 | 91.9 | x | 101.5 | x | 96.8
CCOC(=O)/C(F)=C/C1CC1CCc1ccc(F)cc1 (stereo not drawn) | 107.4 | 107.3 | 105.5 | 101.2 | 104.4 | 104.1 | 127.1 | 102.3
CC1=C(c2cc(-c3ccccc3O)[nH]c(=O)n2)C(c2ccccc2)NC(=S)N1 (stereo not drawn) | 88.2 | 14.5 | 102.3 | 100.8 | 99.2 | 100.1 | 75.3 | 91.6
COc1cc(-c2nnc(SCC(=O)Nc3ccc(C(=O)/C=C/c4ccc(Cl)cc4)cc3)n2-c2ccccc2)cc(OC)c1OC | 95.0 | 96.4 | 45.5 | 101.9 | 102.3 | 84.6 | 98.1 | 93.1
COc1ccc(-c2cc(Cc3ccc(Cl)cc3)c(=O)[nH]n2)cc1 | 85.6 | 96.1 | 75.7 | 97.0 | 87.1 | 80.1 | x | 100.6

Single records (already shown). Values in the order: HOP-62, CCRF-CEM, RPMI-8226, MDA-MB-435, EKVX, A549/ATCC, HOP-92, M14
O=C(O)c1ccc(-c2nn(-c3ccc(C(=O)O)cc3)cc2CNc2ccc3c(c2)OCO3)cc1 reads 101.7, 104.4, 107.3, 106.0, 97.0, 98.4, 99.7, 100.4
CCOC(=O)C[C@@H]1C(=O)N2CC[C@@]3(C(=O)Nc4ccc(Br)cc43)[C@@H]2C[C@@H]1C(=O)OCC reads 109.4, 105.5, x, 99.3, 101.2, 100.5, 109.5, 99.6
O=C1CN(CN2CCCCC2)C(=O)CN1CN1CCCCC1 reads 99.3, 89.8, 100.0, 109.5, x, 109.3, 106.4, 97.8

The listing picks up, starting three compounds before the break.
SMILES | HOP-62 | CCRF-CEM | RPMI-8226 | MDA-MB-435 | EKVX | A549/ATCC | HOP-92 | M14
CC1=C(c2cc(-c3ccccc3O)[nH]c(=O)n2)C(c2ccccc2)NC(=S)N1 (stereo not drawn) | 88.2 | 14.5 | 102.3 | 100.8 | 99.2 | 100.1 | 75.3 | 91.6
COc1cc(-c2nnc(SCC(=O)Nc3ccc(C(=O)/C=C/c4ccc(Cl)cc4)cc3)n2-c2ccccc2)cc(OC)c1OC | 95.0 | 96.4 | 45.5 | 101.9 | 102.3 | 84.6 | 98.1 | 93.1
COc1ccc(-c2cc(Cc3ccc(Cl)cc3)c(=O)[nH]n2)cc1 | 85.6 | 96.1 | 75.7 | 97.0 | 87.1 | 80.1 | x | 100.6
CC(=O)c1sc(Nc2ccccc2)c(C(C)=O)c1C | 53.5 | 67.6 | 67.2 | 100.3 | 86.3 | 77.2 | 65.8 | 100.4
COc1cccc(/C=N/NC(N)=S)c1OC | 104.0 | 103.3 | 102.1 | 104.6 | 92.7 | 102.0 | 87.2 | 102.1
NC(CCc1ccc2c(c1)OCO2)c1ccccc1 (stereo not drawn) | 88.6 | 101.6 | 101.4 | 96.8 | 98.1 | 94.6 | 85.7 | 93.7
O=C(/C=C/c1ccc(Cl)cc1)c1ccc(NC(=O)N2CCN(c3cc4c(cc3F)c(=O)c(C(=O)O)cn4C3CC3)CC2)cc1 | 105.7 | 72.2 | 79.1 | 98.8 | 98.4 | 95.8 | 92.9 | 104.1
CCCCCCCCCCCCCCCCCCNC(=O)N1CC1 | 95.7 | 84.2 | 92.2 | 103.6 | x | 95.7 | 109.8 | 104.1
CC/C(=C(\CC)c1ccc(OS(=O)(=O)O)cc1)c1ccc(OS(=O)(=O)O)cc1 | 96.8 | 77.9 | 81.6 | 27.3 | 90.6 | 99.4 | 79.6 | 86.0
CCOC(=O)CN1CCC(C2(c3cc4ccccc4[nH]3)OCCO2)CC1 | 97.4&99.2 | 93.4&100.5 | 100.9&109.6 | 104.4&113.7 | 104.2 | 100.3&99.7 | 92.1&121.9 | 102.3&116.0
CCCCCCN1C(=O)/C(=c2\sc3n(c2=O)NC2C(N=3)N(CC)C(=O)N2CC)c2ccccc21 (stereo not drawn) | 98.2 | 102.3 | 78.5 | 83.2 | 84.0 | 92.8 | 93.6 | 99.1
CN1CCN(C(=S)SCCCCOc2cc(=O)oc3ccccc23)CC1 | 79.6 | 72.5 | 64.8 | 96.7 | 88.1 | 84.5 | 67.5 | 102.9
N#CCC(=O)n1ccc(-c2cc3cc(Br)ccc3oc2=O)n1 | 98.1 | 86.1 | 93.8 | 103.2 | 94.0 | 105.5 | 105.8 | 92.9
CCOC(=O)c1c(NC(=O)c2ccccc2)sc2c3c(ccc12)OCN(C)C3 | 52.2 | -0.3* | -46.2* | -88.5* | 26.3 | 22.2 | -4.6* | -74.2*
C=CCn1c(SCC(=O)Nc2ccc(C(=O)/C=C/c3cc4cc(OC)ccc4nc3Cl)cc2)nnc1-c1ccc(Br)cc1 | 99.3 | 58.5 | -19.8* | 91.1 | 87.4 | 70.7 | 70.1 | 90.1
O=C(CN1CCN(c2ccc(Cl)cc2)CC1)N1CCN(c2nnc(-c3ccccc3)c(-c3ccccc3)n2)CC1 | 58.1 | 20.4 | -23.4* | 48.8 | 29.9 | -6.5* | 39.1 | 60.1
O=[N+]([O-])c1ccc(Oc2ccccc2)cc1 | 95.9&106.1 | -24.0*! | 93.9&79.0 | 130.9&101.5 | 122.1&100.1 | 89.5&103.7 | 77.1&48.8 | 107.9&98.6
Cc1cccc[n+]1CC(=O)c1cccc2ccccc12 | 89.7 | 96.7 | 99.5 | 101.9 | 100.7 | 103.7 | 90.6 | 95.2
CCCCn1c(=O)c(C(c2c(O)c3cc(C)ccc3oc2=O)c2cn(Cc3ccccc3)c3ccc(F)cc23)cc2cc(Cl)ccc21 (stereo not drawn) | 138.3 | 82.7 | x | 109.7 | 91.2 | 98.9 | 101.8 | x
COc1cccc2nc(Nc3cccc(NC(=O)c4ccc(CN5CCN(C)CC5)c(C(F)(F)F)c4)c3)ccc12 | -78.5* | -44.4* | -40.2* | -98.1* | -96.2* | -70.5* | -66.7* | -85.2*
N#CC(Cc1ccc2ccccc2c1)c1cc2ccccc2[nH]1 (stereo not drawn) | 82.6 | 95.3 | 80.7 | 101.0 | 74.7 | 89.4 | 80.7 | 91.0
CN=C(N)NCCCCCCCCNC(N)=NC | 60.3 | 88.3 | 90.4 | 93.2 | x | 32.8 | x | 85.5
Nc1ccc2c(c1)[nH]c(=O)c1ccccc12 | 98.2 | 91.0 | 95.7 | 101.1 | 100.0 | 90.6 | x | 106.5
Cc1ccc(S(=O)(=O)O)cc1Cl | 94.0 | 100.7 | 99.8 | 105.1 | 97.3 | 90.6 | 89.6 | 98.7
CCOC(=O)c1c(C)nc2ccccc2c1/C=C/c1ccc(F)cc1 | 80.9 | 67.8 | 48.7 | 78.7 | 60.3 | 57.7 | 42.1 | 86.5
COc1ccc2nc(-c3nc(-c4ccccc4)n4ccccc34)[nH]c2c1 | 81.1 | 45.4 | 14.0 | 90.8 | x | 70.0 | 95.5 | 89.4
CCOc1ccc2ccccc2c1N | 95.6 | 112.7 | 112.6 | 111.6 | 85.7 | 111.7 | 95.3 | x
O=C(O)COc1cccc(OCC(=O)O)c1 | 94.1 | 95.6 | 105.1 | 115.3 | x | 96.4 | 95.9 | 99.6
SMILES | HOP-62 | CCRF-CEM | RPMI-8226 | MDA-MB-435 | EKVX | A549/ATCC | HOP-92 | M14
COc1c(O[C@H]2O[C@@H](CO)[C@@H](O)C(O)C2O)cc2oc3cc(O[C@H]4O[C@@H](CO)[C@@H](O)C(O)C4O)c(CC=C(C)C)c(O)c3c(=O)c2c1CC=C(C)C (stereo partly drawn) | 98.4 | 109.7 | 97.7 | 109.1 | 102.5 | 95.4 | 95.3 | 103.3
CCCCOC(=O)c1cc(Cl)c(O)c(OC)c1 | 95.5 | 110.0 | 91.7 | 103.0 | 107.8 | 93.5 | x | 101.4
CSc1nnc(-c2cnn(CC(O)c3ccccc3)c2N)n1-c1ccccc1 (stereo not drawn) | 100.1 | 97.8 | 96.8 | 97.2 | 105.6 | 93.5 | 87.1 | 105.8
CC/C(=C(/c1ccc(Cl)cc1)c1ccc(OCCN)cc1)c1ccc(OC)cc1 | 114.6 | 86.4 | 98.2 | 97.6 | 103.8 | 98.0 | 101.8 | 93.3
NC(=O)N/N=C/c1cc(=O)[nH]c(=O)[nH]1 | 117.2 | 115.9 | 129.0 | 99.8 | x | 99.0 | 109.6 | 99.8
COC(=O)c1nc(-c2ccc(C)cc2)oc1N1CCCCC1 | 105.5 | 107.4 | 101.6 | 86.1 | 96.6 | 88.2 | 97.7 | 101.1
COC(=O)CCCC(=O)NCc1ccc(Cl)cc1Cl | 86.4 | 98.2 | 110.1 | 105.9 | 111.1 | 86.8 | 102.5 | 104.9
C=CCOC(=O)C1=C(C)NC2=C(C(=O)CC(C)(C)C2)C1c1ccc(O)cc1 (stereo not drawn) | 86.5 | 100.8 | 100.7 | 102.1 | 107.4 | 87.4 | 89.9 | 100.2
CC(C)(CCN=C(N)Nc1cnc(C(F)(F)F)nc1)Oc1ccc(C(F)(F)F)cc1 | 75.0 | 75.7 | 68.0 | 97.1 | 78.5 | 86.6 | 57.7 | 90.4
CCCCCCCCCCCCSC(=O)C(Cl)(Cl)Cl | 124.7 | x | 101.2 | 107.6 | x | 106.1 | x | 105.2
C=CCn1c(-c2nc3ccc(C(=C(C#N)C#N)c4ccccc4)cc3[nH]2)cc2cc(-c3ccc(C(C)=O)cc3)ccc21 | 98.1 | 86.4 | 75.3 | 101.5 | 85.9 | 86.5 | 93.8 | x
CCC(=Cc1ccc(CC)cn1)CC | 95.0 | 101.2 | 98.1 | 81.5 | 83.0 | 94.8 | 95.4 | 101.9
O=C(NCc1ccco1)C1CCN(S(=O)(=O)c2ccc(Cl)cc2)CC1 | 92.6 | -22.6* | -24.6* | -9.0* | x | 74.9 | x | 72.4
COc1ccc2c(c1)N=C(C(=O)O)/C2=C/c1sc(Nc2ccc(O)cc2)nc1O | 80.9 | 44.3 | 65.7 | 8.9* | 75.1 | 96.2 | 68.3 | 72.3
